Screening data (PubChem)
LAP4 TOR yeast = modulators of LAP4-GFP expression in yeast, primary screen, S. cerevisiae, multiplex flow cytometry, MLPCN library; 3 h; median GFP as percent of DMSO wells; GFP response vs DMSO, % at 10 µM; 320,000 tested, 0.34% active; AID 2023, 2009;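 active means GFP response vs DMSO above a set limit, about the screen mean plus 3 SD, cut at about 150% in these data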
RPL19A-GFP yeast = RPL19A-GFP expression modulators in yeast, primary screen, cell-based, S. cerevisiae, multiplex flow cytometry, MLPCN | S. cerevisiae RPL19A-GFP strain, 3 h; hits give low values | percent response vs DMSO, % at 10 µM | 330,000 tested, 0.3% active | AID 2025, 2009;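 active means percent response vs DMSO below 50%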;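 further: median channel GFP fluorescence of the barcoded RPL19A-GFP strain; ratio of sample median GFP to plate DMSO average so 100% = DMSO; lower means less RPL19A-GFP as with rapamycin TOR inhibition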
EBNA-1 inhibitor = EBNA-1 DNA-binding inhibitors, primary screen, biochemical, fluorescence polarization | inhibition, % at 14.8 µM | 300,000 tested, 0.34% active | AID 1950, 2009; in the data active means inhibition above about 28%
procasp7 counter = procaspase-7 activators, primary screen, counter-screen for procaspase-3 activator project, biochemical, absorbance, HTS, human; activation, % at 8.5 µM; recombinant procaspase-7, Ac-DEVD-pNA absorbance 405 nm; D23A/D198A/D206A triple mutant, cannot self-cleave; scale: DMSO 0, 5 µM enzyme 100; Caspase-7 (Homo sapiens), P55210; 330,000 tested, 0.093% active;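 active means percent activation above the screen-wide mean plus 3 SD, cut at about 25% in these data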
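Replicates: singlicate. Assay system: Procaspase-7 triple mutant (PC-7 D3A). Signal: 405 nm absorbance of p-nitroaniline. Times: 1 h preincubation, 2 h reaction. Buffer or medium: Zinc-free HEPES pH 7.4 with 300 mM NaCl, 0.01% Triton X-100. Also added: DEVD-pNA substrate. Benchmarks: DMSO wells as 0%, DMSO with 5 µM added PC-7 as 100%.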
AHR act = AHR activators, primary screen, cell-based, luminescence, luciferase reporter, human; Aryl hydrocarbon receptor (Homo sapiens), P35869; AHR-responsive luciferase reporter cells; activation, % at 5 µM; 320,000 tested, 2.5% active; AID 2796, 2010; in the data active means activation above about 47%;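 further: 0% = vehicle wells and 100% = reference agonist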
ZTA counter = ZTA (EBV) inhibition in EBNA-1 counter-screen. P03206. ZTA-DNA binding, fluorescence polarization. inhibition, % at 11 µM. 320,000 tested, 0.15% active; in the data active means inhibition above about 33%
proCasp3 act = activators of human procaspase-3 D3A mutant, primary screen, biochemical, absorbance, PC-3 D3A mutant, single concentration; Caspase-3 (Homo sapiens), P42574; recombinant procaspase-3 D3A, Ac-DEVD-pNA absorbance 405 nm; activation, % at 8.5 µM; 330,000 tested, 0.11% active; AID 463141, 2010;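 active means activation above the mean of all tested compounds plus 3 SD, cut at about 21% in these data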;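 further: 0% = DMSO alone and 100% = DMSO wells spiked with extra 5 µM PC-3 D3A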
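Assay system – Procaspase-3 D3A mutant, all three cleavage aspartates alanine · Controls – DMSO-only low control, 5 µM PC-3 D3A high control · Schedule – 1 h compound preincubation, 2 h substrate hydrolysis at 25 °C · Signal – 405 nm absorbance of p-nitroaniline, reads at 0 and 120 min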
MEP2 TOR yeast = modulators of MEP2-GFP levels in yeast, primary screen, S. cerevisiae, multiplex flow cytometry, MLPCN library. S. cerevisiae MEP2-GFP strain, 3 h; 100% = DMSO control level. GFP response vs DMSO, % at 10 µM. 330,000 tested, 0.51% active;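 active means GFP response versus DMSO above a set limit, roughly screen mean plus 3 SD, cut at about 180% in these data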;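 further: median GFP fluorescence of the barcode-gated MEP2-GFP cells per well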
The depositor's hits bear a star; . = no result given.

SMILES	LAP4 TOR yeast	RPL19A-GFP yeast	EBNA-1 inhibitor	procasp7 counter	AHR act	ZTA counter	proCasp3 act	MEP2 TOR yeast
COc1ccc(CCNC(=O)c2csc3c2CCCC3)cc1	124	92	11	-2	0	-23	3	97
CCOc1ccc(Nc2nc(N)nc(CCl)n2)cc1	128	102	-4	1	11	-10	-3	99
COc1ccc(CCNS(=O)(=O)CCNC(=O)c2ccc3c(c2)OCO3)cc1OC	104	94	1	5	0	4	7	86
CC(C)OP(=O)(OC(C)C)C(NC(=O)c1ccc(Br)cc1)c1ccccc1 (stereo not given)	101	95	2	1	2	5	12	95
COCCN(C(=O)CCCC(=O)Nc1ccccn1)C(C(=O)NC1CCCC1)c1ccc(C)cc1 (stereo not given)	108	103	1	9	1	0	8	111
COc1ccc(N2CCN(C(=O)c3cc(=O)c4cc(C)ccc4o3)CC2)cc1	96	102	0	-3	3	-8	3	101
Cc1nonc1OCCCNc1ccc([N+](=O)[O-])cc1Cl	91	94	1	2	-3	1	-3	91
Cc1c(Cl)cccc1NC(=O)NCCCN1CCCC1=O	101	101	2	0	2	7	4	102
CC1=CC2=NC(=O)/C(=C\c3ccc(OC(=O)c4ccco4)cc3)C(=N)N2O1	87	100	-9	5	6	-18	2	99
COc1ccc(N(CC(=O)Nc2cccc(C(=O)O)c2)S(=O)(=O)c2c(C)noc2C)cc1	99	102	-2	-1	-1	-8	-1	98
COc1ccccc1NC(=O)Nc1cc(C(C)(C)C)nn1C	108	102	-8	-11	10	6	-10	105
COc1ccc(-c2nnn(CC(=O)N(CC(=O)NC3CCCC3)c3ccccc3F)n2)cc1OC	87	97	-6	8	2	-3	0	95
OCCN(Cc1ccccc1)CC1CC=CCC1 (stereo not given)	91	94	6	3	-1	11	1	98
COc1ccccc1OCC(=O)NCc1ccco1	104	101	3	-4	2	3	-10	101
COc1ccccc1-c1coc2cc(OC(=O)/C=C/c3ccccc3)ccc2c1=O	94	103	-17	-14	0	-2	-5	105
COc1ccc(NC(=O)CN(C)S(=O)(=O)c2cccs2)cc1	96	101	6	1	8	-8	-1	105
COC(=O)c1cc(S(=O)(=O)n2nc(C)cc2C)c(Cl)cc1Cl	120	105	-4	-5	3	-7	-2	93
CC(C)OC(=O)CN1CCN(C2c3ccccc3-c3ccccc32)CC1	107	102	7	-4	-1	19	-1	99
CC1(C)CC(=O)C(=Cc2cn(CCC#N)nc2-c2ccc(Cl)cc2)C(=O)C1	111	96	-1	-8	-1	-15	-3	91
O=C(CN1CCSCC1)c1c[nH]c2ccccc12	108	102	8	-6	29	11	3	101
CC(C)(C)c1ccc(OCC(=O)NCCN2CCCC2)cc1	100	103	10	16	2	14	-1	98
Cc1ccc(Cn2cccc(NC(=O)NCc3ccccc3)c2=O)cc1	97	95	5	0	0	7	10	100
N#Cc1cccc2cnccc12	.	95	2	7	3	-8	2	107
Cc1ccsc1C(=O)OCC(=O)Nc1ccc(Cl)cc1C(F)(F)F	88	105	-2	8	-2	-2	-1	98
CCNc1ccccc(-c2ccc3ccccc3n2)c1=O	73	98	-1	-12	38	-1	-3	98
COc1cccc(-c2csc(NC(=O)Nc3ccccc3)n2)c1	114	90	5	-5	-3	1	0	93
CC1CCCC(NC(=O)COC(=O)CCC(=O)c2ccc(F)cc2)C1C (stereo not given)	88	100	.	-9	0	.	4	105
Cc1ccccc1NC(NC(=O)c1cccnc1)C(Cl)(Cl)Cl (stereo not given)	102	102	12	-5	3	9	8	103
NC(=O)CC(NC(=O)c1ccc(Cl)cc1)C(=O)NCCc1ccc(S(N)(=O)=O)cc1 (stereo not given)	104	93	9	5	0	-7	-4	117
CC(OC(=O)c1ccc2ncsc2c1)C(=O)N(C)C1CCCCC1 (stereo not given)	86	94	.	-11	0	-10	-7	96
Cc1ccc(C)c(S(=O)(=O)Nc2ccc3sc(C)nc3c2)c1	83	90	5	-17	12	2	-7	87
CC(=O)c1c(COC(=O)c2ccc(Cl)cc2)nc2ccccc2[n+]1[O-]	121	109	7	5	1	9	5	101
CCOC(=O)c1sc2nc(NC(=O)COc3ccccc3)sc2c1C	92	104	-6	-9	-1	5	-6	100
COc1ccc(C)cc1S(=O)(=O)NCCc1ccccc1	100	98	-11	2	2	-4	3	101
Cc1cc2c(c(=O)o1)C1(C(=O)N(CC(=O)O)c3ccccc31)C(C#N)=C(N)O2 (stereo not given)	102	100	-5	2	5	-1	12	109
Cc1ccc(OCc2n[nH]c(=S)n2-c2ccccc2)cc1	110	95	-13	-20	2	0	-7	93

Reformatted: results already given.
Below each compound – LAP4 TOR yeast | RPL19A-GFP yeast | EBNA-1 inhibitor | procasp7 counter | AHR act | ZTA counter | proCasp3 act | MEP2 TOR yeast
Cc1ccccc1NC(NC(=O)c1cccnc1)C(Cl)(Cl)Cl (stereo not given)
 : 102 | 102 | 12 | -5 | 3 | 9 | 8 | 103
NC(=O)CC(NC(=O)c1ccc(Cl)cc1)C(=O)NCCc1ccc(S(N)(=O)=O)cc1 (stereo not given)
 : 104 | 93 | 9 | 5 | 0 | -7 | -4 | 117
CC(OC(=O)c1ccc2ncsc2c1)C(=O)N(C)C1CCCCC1 (stereo not given)
 : 86 | 94 | . | -11 | 0 | -10 | -7 | 96

Next section.
SMILES	LAP4 TOR yeast	RPL19A-GFP yeast	EBNA-1 inhibitor	procasp7 counter	AHR act	ZTA counter	proCasp3 act	MEP2 TOR yeast
Cc1cc(=O)[nH]c(SCC(=O)N2CCC(Cc3ccccc3)CC2)n1	95	94	-9	-2	-2	-11	2	105
Cc1ccccc1OCCC(=O)N1CCN(S(=O)(=O)c2ccccc2F)CC1	100	97	3	-6	-2	-3	-5	94
Cn1nnnc1SCC(=O)NCCCc1ccccc1	97	101	1	3	0	2	-6	103
CN(C)C(=O)Cn1c(=O)n(S(=O)(=O)c2ccccc2)c2ccccc21	100	103	8	-8	-3	1	-1	104
CCOC(=O)c1cc2c(ccn2C)n1Cc1ccc(Cl)cc1	87	97	10	6	0	5	-3	101
Cc1cc(=O)[nH]c(-c2cccnc2)n1	105	99	13	7	0	11	-6	95
O=C(Nc1nnc(Cc2ccc(Cl)cc2)s1)c1cccs1	91	96	-10	4	39	-9	3	94
O=C(CC1Nc2ccccc2NC1=O)Nc1ccc2c(c1)OCO2 (stereo not given)	98	96	3	-8	153*	1	-9	94
CCOc1cc(-n2cnnn2)c(OCC)cc1NC(=O)c1cnccn1	100	96	7	10	10	0	-7	101
COc1cccc(C(=O)NN2CC(O)=C(c3nc4ccccc4n3C)C2=N)c1	99	92	0	2	7	-15	-1	98
O=C(CN1C(=O)c2ccccc2C1=O)Nc1nnc(C2CCCO2)s1 (stereo not given)	106	104	9	-20	1	-6	-3	112
O=C(COc1ccc(Cl)cc1)NCCCNC(=O)c1ccccn1	103	109	-3	7	10	-3	-5	107
CCOC(NC(=O)c1ccccc1)C(NC(=O)c1ccccc1)OCC (stereo not given)	93	96	1	-2	-1	-7	4	101
CCCc1cc(=O)[nH]c2nnc(SCC(=O)Nc3ccc4c(c3)OCCO4)n12	117	108	-4	-6	3	1	1	103
O=C(Nc1nnc(-c2cccs2)o1)c1ccc(S(=O)(=O)N2CCOCC2)cc1	98	106	-5	5	-2	6	10	105
CC(O)Cc1cn(CC(=O)N2CCN(C(=O)OC(C)(C)C)CC2)nn1 (stereo not given)	.	.	3	-3	0	13	-4	.
COc1cccc(NS(=O)(=O)c2ccc3c(c2)CCCN3C(C)=O)c1	93	92	15	9	0	-14	-1	94
COc1ccc(N2CCN(C(=O)COC(=O)CCOc3ccc(C(C)(C)C)cc3)CC2)cc1	101	97	-6	0	3	-16	4	100
CCOc1ccc(-c2cc(C(=O)NCCCN3CCCC3)c3ccccc3n2)cc1	110	101	-3	7	8	-15	-6	107
CCOC(=O)c1ccc(N2CN(CC)CNC2=S)cc1	109	105	-2	5	2	-18	-8	106
CCSc1nnc(NC(=O)CSc2nnc(-c3c[nH]c4ccccc34)n2C)s1	95	96	-2	5	9	-14	-2	97
O=C(NCc1cccc(F)c1)C1CCC(=O)N(C2CCCC2)C1 (stereo not given)	94	92	1	5	1	-2	10	104
C[C@@H]1NC(=O)c2cc([N+](=O)[O-])cc(F)c2NCCC[C@@H](C(N)=O)NC(=O)[C@H](CC(N)=O)NC1=O	105	106	-3	-2	-5	-7	-7	99
COC(=O)c1cc(-c2ccc(OC)c(OC)c2)n[nH]1	112	100	1	4	16	1	-7	104

Taken from above:
In RPL19A-GFP yeast, CCCc1cc(=O)[nH]c2nnc(SCC(=O)Nc3ccc4c(c3)OCCO4)n12 shows 108
In MEP2 TOR yeast, CCSc1nnc(NC(=O)CSc2nnc(-c3c[nH]c4ccccc34)n2C)s1 shows 97
In proCasp3 act, COc1cccc(NS(=O)(=O)c2ccc3c(c2)CCCN3C(C)=O)c1 shows -1
In ZTA counter, O=C(Nc1nnc(-c2cccs2)o1)c1ccc(S(=O)(=O)N2CCOCC2)cc1 shows 6

(next part)
SMILES	LAP4 TOR yeast	RPL19A-GFP yeast	EBNA-1 inhibitor	procasp7 counter	AHR act	ZTA counter	proCasp3 act	MEP2 TOR yeast
CCOC(=O)C(NC(=O)c1ccc(OC)cc1)(OCC1(CC)COC1)C(F)(F)F (stereo not given)	105	100	-2	7	-2	-13	5	99
CC(C)(C)C(=O)OCOC(=O)[C@@H]1N2C(=O)[C@@H](N=CN3CCCCCC3)[C@H]2SC1(C)C	103	97	-2	-6	-2	11	11	98
COc1ccc([C@@H](C)NC(=O)c2ccc3oc(C(C)C)nc3c2)cc1	97	98	5	0	7	-7	11	101
COc1ccc(Cl)cc1N(CC(=O)Nc1ccccc1SC)S(C)(=O)=O	91	96	-10	1	8	2	-4	94
CC(C)(C)NC(=O)NC(=O)CN1CCN(c2ncc(C(F)(F)F)cc2Cl)CC1	95	102	-8	3	-2	-17	8	108
Cc1cc(N2CCOCC2)nc(SCc2ccc(Cl)cc2Cl)n1	137	90	-4	0	4	-2	1	96
CCOc1ccc(NC2OC(C)C(O)C(O)C2O)c([N+](=O)[O-])c1 (stereo not given)	107	101	-10	-3	-1	14	-3	96
COc1cccc(C2=CC(c3cccc(OC)c3OC(F)F)n3nnnc3N2)c1 (stereo not given)	109	110	-10	8	19	-10	-6	114
CCOC(=O)c1cccc(NC(=O)c2ccc(NC(=O)C3CCCO3)cc2)c1 (stereo not given)	100	104	-6	-5	-2	-11	-9	104
Cc1ccc(NC(=O)Cn2c(=O)c3cccn3c3ccccc32)cc1	97	107	-9	11	6	-1	0	105
O=C(NCc1ccccn1)C(=O)N/N=C/c1ccccc1O	108	95	1	-5	0	-1	-3	94
CCC1CCCCN1CCCNC(=O)CN1C(=O)CSc2ccc(S(=O)(=O)N3CCC(C)CC3)cc21 (stereo not given)	88	96	-9	-6	-1	-5	3	112
Fc1c(CSC(=S)N2CCOCC2)cccc1CSC(=S)N1CCOCC1	112	97	6	1	-1	6	-6	98
Cc1ccc(S(=O)(=O)N(C)CC(=O)O/N=C(\N)c2cccnc2)cc1	114	106	4	-2	1	10	-10	128
CCCC(=O)Nc1c(-c2ccccc2Cl)c(=O)c2ccccc2n1C	98	105	-4	-6	2	-2	8	104
Cc1cccc(C)c1NC(=O)Cn1c(=O)n(CCC(=O)NCc2ccco2)c(=O)c2sccc21	98	95	8	16	0	13	-4	101
O=C(Nc1ccc(C(=O)N2CCCC2)cc1)c1ccc2c(c1)OCO2	98	100	3	5	6	8	5	102
